Bioassay records deposited in PubChem BioAssay by several laboratories.
KCNQ1 block: blocks the human KCNQ1 potassium channel | P51787 | CHO-K1 KCNQ1, FluxOR thallium flux fluorescence; active compounds read high | B-score at 10 µM | 310,000 compounds, 1.3% hits;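 active = compounds whose thallium flux B-score, printed positive for inhibition, exceeds three library SD while starting fluorescence stays within three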;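 also: channel opened by potassium depolarization with thallium stimulus after 20 min compound exposure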
DYRK1A inh: inhibitors of rat Dyrk1A kinase. ADP-Glo luminescence, NFATc1 peptide. inhibition, % at 12.5 µM. 310,000 compounds, 0.43% hits. AID 504441; in the data active = inhibition above about 50%;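 also: plate controls were vehicle with enzyme for no effect and no enzyme for full effect; many of its hits are not listed in these tables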
KCNQ1 act: potentiates or activates the human KCNQ1 potassium channel | P51787 | CHO-K1 KCNQ1, thallium flux FluxOR fluorescence; active compounds read high | B-score at 10 µM | 310,000 compounds, 0.35% hits;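 active = fluorescence ratio B-score, a plate-corrected score, at least three library SD, with initial intensity B-score within 5 SD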
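Assay system: CHO-K1 cells stably expressing KCNQ1. Medium: assay buffer for compound exposure, DMSO matched across wells. Timing: 37 °C overnight plating, 90-min dark dye load, 20-min compound pretreatment. Signal: kinetic FluxOR fluorescence, 10 s baseline plus 110 s post-stimulus.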
KCNK3 block: human KCNK3 channel inhibition, primary screen. CHO-KCNK3 thallium flux, FluxOR fluorescence; active compounds read low. B-score at 10 µM. 340,000 compounds, 0.84% hits. AID 602410;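 active = B-score under library mean minus 4 SD, starting fluorescence ratio at most library mean plus 5 SD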;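 also: more negative B-score means stronger inhibition of thallium flux through KCNK3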
Target sequence (O14649 whole entry, looked up): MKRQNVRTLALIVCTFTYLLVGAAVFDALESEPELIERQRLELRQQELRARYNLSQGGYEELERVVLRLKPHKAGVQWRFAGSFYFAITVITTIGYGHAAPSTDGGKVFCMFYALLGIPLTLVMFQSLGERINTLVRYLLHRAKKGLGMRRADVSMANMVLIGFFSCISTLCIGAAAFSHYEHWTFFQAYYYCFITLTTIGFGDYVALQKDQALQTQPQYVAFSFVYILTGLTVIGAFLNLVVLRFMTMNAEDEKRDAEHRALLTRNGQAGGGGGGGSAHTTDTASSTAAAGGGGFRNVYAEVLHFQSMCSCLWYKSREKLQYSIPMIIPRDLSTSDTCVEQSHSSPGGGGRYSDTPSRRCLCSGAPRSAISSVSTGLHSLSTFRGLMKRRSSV
KCNK9 inh: blocks the human KCNK9 two-pore domain potassium channel; B-score at 10 µM; HEK293 KCNK9, FluxOR thallium flux fluorescence; active compounds read low; Q9NPC2; 310,000 compounds, 1.2% hits;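 active = ratio B-score over 3 SD below the library mean, with starting fluorescence within 5 SD of its mean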;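 also: negative B-score means less thallium flux so channel inhibition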
GSK3B inh: human GSK3beta kinase inhibition; P49841; GST-GSK3beta kinase, ADP-Glo luminescence, 60 min; active compounds read low; activity score (negative = inhibition), % at 10 µM; 300,000 compounds, 0.038% hits; AID 2097;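 active = more than half of replicate wells score below -50%, meaning over 50% inhibition versus plate controls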;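 also: 0% = median DMSO wells and -100% = median GW8510 positive control wells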
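test system = GST-tagged human GSK3beta kinase, cell-free | reagent = 25 µM ATP with peptide substrate | dosing = one dose of 10 µM per compound | schedule = 60 min reaction, RT | detection = luminescent ADP-Glo measurement of ADP formed | control set = DMSO neutral wells and GW8510 at 20 µM as positive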
HDAC3 inh: blocks human histone deacetylase 3 | 320,000 compounds, 0.15% hits | O15379 | inhibition, % at 8.3 µM | recombinant HDAC3, fluorogenic peptide/trypsin coupled, fluorescence | AID 2718; in the data active = inhibition above about 26%, passing the limit was not always enough
GSK3 alpha inh: inhibitors of human GSK-3 alpha kinase | P49840 | ADP-Glo luminescence, 60 min | inhibition, % at 10 µM | 320,000 compounds, 0.1% hits;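 in the data active = inhibition above about 50%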;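 also: GST-tagged GSK-3 alpha with peptide substrate and 25 µM ATP; 0% = DMSO neutral wells and 100% = GW8510 positive control wells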
Target sequence (P49840 whole entry, looked up): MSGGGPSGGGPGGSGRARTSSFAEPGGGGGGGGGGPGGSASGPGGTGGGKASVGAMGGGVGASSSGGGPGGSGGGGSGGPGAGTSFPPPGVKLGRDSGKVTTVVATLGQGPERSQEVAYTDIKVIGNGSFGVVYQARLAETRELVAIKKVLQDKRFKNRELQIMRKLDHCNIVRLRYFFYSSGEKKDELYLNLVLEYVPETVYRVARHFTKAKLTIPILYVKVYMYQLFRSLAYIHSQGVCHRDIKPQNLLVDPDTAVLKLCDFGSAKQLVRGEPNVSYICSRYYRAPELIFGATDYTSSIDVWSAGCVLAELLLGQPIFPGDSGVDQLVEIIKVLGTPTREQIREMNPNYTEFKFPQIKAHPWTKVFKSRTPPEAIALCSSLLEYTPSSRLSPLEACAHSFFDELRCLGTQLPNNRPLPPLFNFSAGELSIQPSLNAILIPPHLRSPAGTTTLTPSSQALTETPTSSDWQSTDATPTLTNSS
hERG rescue: shields human hERG channel from block by proarrhythmic agents; Q12809; CHO-hERG, FluxOR thallium flux, dofetilide IC70 present; activation (rescue from dofetilide block), less the hit threshold, % at 10 µM; 310,000 compounds, 0.51% hits; AID 1511;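 active = activation above the mean of controls blocked by dofetilide plus 5 SD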;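 also: thallium influx through hERG after potassium depolarization seen as dye fluorescence rise; in these data hits start at about 4.7%; inactives centre near -7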
PolyA inhibitor: blocks polyadenylation in yeast reporter cells | S. cerevisiae SKY197-pL101 polyadenylation reporter, beta-gal luminescence; efflux-impaired pdr1/pdr3 knockout yeast; score 100 = 6 SD above DMSO | calls only at 12 µM | 300,000 compounds, 0.02% hits | AID 1875;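 active = lowest replicate activity score at least 50, where 100 means six control SD above control mean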;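 also: yeast exposed to compound for 9 h at 30 °C; higher score means more reporter readthrough which indicates perturbed polyadenylation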
RGS4 pot: potentiators or activators of RGS4. HEK293 M3R/inducible RGS4, carbachol calcium flux Fluo4; active compounds read low. B-score at 10 µM. 310,000 compounds, 0.92% hits;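 active = B-score of the integrated calcium signal more than 4 SD below the library mean, with starting fluorescence not abnormally high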;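 also: negative B-score means reduced calcium response which marks RGS4 activation or potentiation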
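Material: M3R-expressing HEK293 line, RGS4 induced by doxycycline | Schedule: Overnight RGS4 induction, 30 min dye load 37 °C, 20 min compound RT | Measured by: Fluo4 fluorescence kinetic imaging of calcium | Read-out: Integrated calcium ratio converted to B score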
* = called active by the depositor; i = inactive; x = no result given. An excerpt, so the mix of outcomes need not match the whole.

SMILES	KCNQ1 block	DYRK1A inh	KCNQ1 act	KCNK3 block	KCNK9 inh	GSK3B inh	HDAC3 inh	GSK3 alpha inh	hERG rescue	PolyA inhibitor	RGS4 pot
CSCC[C@H](NS(=O)(=O)c1ccc(C(C)=O)cc1)c1nnc2ccccn12	i	-4.0	i	i	i	-3.9	-3.1	-0.5	-3.7	i	i
CC(C)C(=O)Nc1c(C(=O)N2CCN(c3ncccn3)CC2)oc2ccccc12	i	1.7	i	i	i	3.1	4.4	1.2	-9.8	i	i
CC(=O)c1sc(=S)n(Cc2ccccc2)c1C	i	4.4	i	i	i	1.6	5.7	-1.3	-3.2	i	i
CCNC(=O)C1(c2ccccc2)CCCC1	i	-3.3	i	i	i	3.7	0.2	-1.4	-12.0	i	i
COc1ccc(OC)c(-c2csc(NC(=O)c3ccc(F)cc3)n2)c1	i	7.6	i	i	i	1.4	-0.3	-2.2	-10.3	i	-8.32*
Cc1ccc(N/C=C/C(=O)c2ccccc2)cc1Br	i	6.6	i	i	i	-1.0	2.5	-2.5	-5.2	i	i
NS(=O)(=O)c1ccc(-c2ccc(/C=C3\C(=O)Nc4cc(Cl)ccc43)o2)cc1	i	10.6	i	i	i	-0.6	x	x	-16.4	i	i
Clc1ccc(-c2cc3ccccc3[nH]2)cc1	6*	2.1	i	i	i	1.6	6.2	-1.2	-16.6	i	i
CCOc1ccccc1C(=O)N[C@H](C(=O)OCc1cc([N+](=O)[O-])cc2c1OCOC2)C(C)C	i	x	i	i	-10.1*	-9.5	0.0	-1.5	-13.5	i	i
O=C1NCCCC1C(=O)NCCN1C(=O)CCC1=O (centres undefined)	i	1.5	i	i	i	1.0	7.3	2.7	-3.3	i	i
CCN(CC)S(=O)(=O)c1ccc(N2CCOCC2)c(NC(=O)C(=O)c2c(-c3ccccc3)cc3ccccn23)c1	i	0.2	i	i	i	-1.7	1.1	-1.0	-10.9	x	i
Cc1ccc(/C=N/N2CCN(Cc3cccc4ccccc34)CC2)o1	i	-0.4	i	i	i	1.6	3.8	-0.2	-9.2	i	i
COc1ccc(Cc2nnc(NC(=O)C3CC(=O)N(c4ccc(OC)cc4)C3)s2)cc1 (centres undefined)	i	-4.2	i	i	i	-2.7	-2.8	2.1	-5.7	i	i
COc1ccc(CCNC(=O)c2cc(S(=O)(=O)N(C)C)ccc2N2CCCC2)cc1OC	i	0.7	i	i	i	0.6	1.3	3.0	-8.1	i	i
CN1C(c2ccccc2)=NO[C@]1(C)c1ccccc1	i	x	i	i	i	1.7	3.8	-2.7	-10.7	i	i
Cc1cc(NC(=O)CCC(=O)N(CC(=O)NC2CCCC2)c2ccccc2)no1	i	-4.3	i	i	i	-0.4	-13.0	0.7	-11.6	i	i
Cc1cc(C)cc(NC(=O)CSCc2nc3c(nnn3Cc3ccc(F)cc3)c(=O)[nH]2)c1	i	-14.0	i	i	i	0.4	-0.7	x	-5.7	i	i
O=[N+]([O-])c1ccc(NCCCO)c(C(F)(F)F)c1	i	0.5	i	i	i	0.9	-4.7	-0.1	-5.0	i	i
CCOC(=O)c1nn(-c2ccc(C)cc2)cc1C(=O)c1ccccc1	i	6.6	i	i	i	2.7	-10.3	-0.5	-11.2	i	i
CNC(=S)NNC(=O)c1ccc2c(c1)OCO2	i	-2.5	i	i	i	2.2	-4.8	-1.0	-10.3	i	i
Cc1cc(C)c(NC(=O)CN2CCC(NC(=O)NC3CCCCC3)CC2)c(C)c1	i	x	i	x	i	1.0	1.0	-1.3	-2.7	i	i
COc1cc(/C=N/NC(=O)COc2cc(C)cc(C)c2)ccc1OS(=O)(=O)c1ccc(C)cc1	i	-1.5	i	i	i	-0.2	11.9	-2.2	-11.4	i	i
Cn1cc(S(=O)(=O)N2CCN(Cc3ccccc3)CC2)c(=O)n(C)c1=O	i	1.8	i	i	i	0.7	x	-2.3	-6.2	i	i
O=C(NNC(=O)c1nn(-c2ccc(F)cc2)ccc1=O)c1ccccc1Cl	i	6.8	i	i	i	-1.5	-6.0	-5.1	-8.4	i	i
O=C1CSC(c2ccc(F)c(F)c2)N1c1ccccc1F (centres undefined)	i	0.3	i	i	i	1.2	3.8	-3.2	-2.1	i	i
CSc1ccccc1N1CCN(C(=O)Nc2ccc3c(c2)NC(=O)CO3)CC1	i	15.0	i	i	i	2.5	9.8	1.2	-15.9	x	i
Cc1csc(=Nc2cccnc2)n1CC1CCCCC1	i	-1.4	i	i	i	1.0	2.9	-0.5	-19.0	i	i
O=C(OCC(=O)N1CCN(c2ccccc2)CC1)c1cccc(Cl)c1	i	x	i	i	i	-2.3	4.1	-2.5	-10.3	i	i
CN1C(=O)[C@@H]2[C@@H]3C[C@@H]([C@H]4ON=C(c5ccccc5OCC#N)[C@@H]34)[C@@H]2C1=O	i	-3.1	i	i	i	-1.6	2.4	2.0	-6.2	i	i
CCOc1ccc(N(CC(=O)Nc2ccc(C)cc2)S(C)(=O)=O)cc1	i	-6.2	i	i	i	0.7	-9.0	-0.1	-8.5	x	i

2 compounds from above, limited to KCNK9 inh.
SMILES | KCNK9 inh
Cc1cc(NC(=O)CCC(=O)N(CC(=O)NC2CCCC2)c2ccccc2)no1 | i
O=[N+]([O-])c1ccc(NCCCO)c(C(F)(F)F)c1 | i

New compounds follow.
SMILES	KCNQ1 block	DYRK1A inh	KCNQ1 act	KCNK3 block	KCNK9 inh	GSK3B inh	HDAC3 inh	GSK3 alpha inh	hERG rescue	PolyA inhibitor	RGS4 pot
Cn1c(CC(=O)Nc2ccc(Cl)c(Cl)c2)nnc1SCC(=O)NCc1ccccc1	i	-1.6	i	i	i	-4.9	-10.5	-0.5	-15.9	i	i
COc1ccc(S(=O)(=O)NNC(=O)c2cc3ccccc3o2)cc1	i	0.5	i	i	i	-3.2	3.1	0.6	2.1	i	i
Cc1nc(N)sc1-c1csc(Nc2ccc(Cl)cn2)n1	i	4.4	i	i	i	-2.2	0.6	0.2	-9.1	i	i
Cc1cc(=O)c2c(o1)CC(C)(C)CC2=O	i	6.8	i	i	i	-0.3	-0.1	-3.2	1.5	i	i
Cc1ccc2oc(Nc3nc(-c4ccccc4)cc(=O)[nH]3)nc2c1	i	x	i	x	i	0.8	x	x	-3.0	i	i
NS(=O)(=O)c1cccc(NC(=O)C2CC(=O)N(Cc3ccco3)C2)c1 (centres undefined)	i	3.1	i	i	i	1.8	-1.3	-1.8	-4.0	i	i
Cc1cccc(CC(=O)N2CCN(C(=O)c3ccco3)CC2)c1	i	-2.8	i	i	i	1.1	-12.3	0.5	-4.6	i	i
Cc1ccc(-n2c(=O)c3sccc3n(CC(=O)N3CCCC3)c2=O)cc1	i	-1.0	i	i	i	3.0	2.8	-5.0	-2.4	i	i
COc1ccc(OC)c(C2NC(=S)NC(C)=C2C(=O)Nc2ccccn2)c1 (centres undefined)	i	-4.4	i	i	i	-22.3	3.8	-0.3	-8.4	i	i
COc1ccc(CNC(=O)COC(=O)c2ccccc2OCC(=O)Nc2ccc(SC(F)F)cc2)cc1	i	2.2	i	i	i	2.5	-0.1	-2.3	-17.8	i	i
CCOc1ccc(NC(=S)N2CCC(C(N)=O)CC2)cc1	i	9.3	i	i	i	-3.7	5.2	-4.6	-10.2	i	i
COCc1ccc(C(=O)N(C)C2CCCN(Cc3ccccc3F)C2)o1 (centres undefined)	i	-1.0	i	i	i	-4.8	1.2	9.5	-14.5	i	-8.63*
O=C1CSC(c2ccccc2F)N1CCN1CCCCC1 (centres undefined)	i	-1.4	i	i	i	0.7	1.7	-3.1	-6.3	i	i
CCc1ccc(/C=N/Nc2ncnc3nc[nH]c23)cc1	i	-0.3	i	i	i	-27.2	16.3	40.0	-10.9	i	i
O=C1CCN(Cc2ccccc2)CCN1[C@H](CSc1ccccc1)Cc1ccccc1	i	4.4	i	i	i	0.0	2.5	3.2	-7.2	i	i
COc1ccc2ncn(-c3ccccc3)c2c1	i	7.9	i	i	i	-2.7	0.5	0.3	-8.3	x	i
CN(Cc1ccc(F)cc1Cl)S(=O)(=O)c1cccs1	i	-4.6	i	i	i	-0.2	-1.7	0.5	-5.7	i	i
Cc1nn(-c2ccc(Cl)cc2)c(NC(=O)C(C)C)c(-c2ccccc2)c1=O	i	3.0	i	i	i	-1.1	0.7	1.1	-7.8	i	i
COc1cccc(C(C(=O)NCc2ccco2)N(C(=O)Cn2nnc3ccccc32)C2CC2)c1OC (centres undefined)	i	-2.1	i	i	i	1.7	6.3	-4.4	-7.2	i	i
COc1ccccc1Nc1ccc(C(=O)NCc2cccs2)cn1	i	0.9	i	i	i	0.3	1.6	-0.6	-6.9	i	i
CCN1C(=O)/C(=C\c2cccn2-c2ccc([N+](=O)[O-])cc2)N(CC)C1=S	i	-0.4	i	i	i	0.6	1.8	-0.8	-0.3	i	i
COc1ccc(NC(=O)CSc2ccc3nnc(-c4cccnc4)n3n2)cc1OC	i	2.1	i	i	i	-2.6	0.9	-3.7	-8.7	i	i
CCn1c2ccccc2c2cc(/C=N/n3c(-c4cc(C)[nH]n4)n[nH]c3=S)ccc21	i	x	i	i	i	3.3	x	-0.5	-17.5	i	-7.75*
CC(=O)N(c1nnc(-c2cccc(C)c2)s1)C1CCCC1	i	-11.7	i	i	i	-6.0	-5.0	-0.7	-16.1	i	i
CC1=C(n2nnc([N+](=O)[O-])n2)C(c2cccnc2)C(C#N)=C(N)O1 (centres undefined)	i	-2.2	i	i	i	-1.6	-4.3	-1.6	-2.9	i	i
COCCN(C(=O)COC(=O)c1cc2ccccc2cc1OC)c1c(N)n(Cc2ccccc2)c(=O)[nH]c1=O	i	9.3	i	i	i	-3.5	-3.0	-1.3	-11.8	i	i
Cc1ccc(C)c(NC(=O)CCN2CCCCC2)c1	i	7.3	i	i	i	1.6	-1.7	-4.6	-8.1	i	i
CC1CCN(c2nc3c(=O)[nH]c(N)nc3n2[C@@H]2O[C@H](CO)[C@@H](O)[C@H]2O)CC1	i	-1.6	i	i	i	0.9	5.8	-2.0	-0.3	i	i
Cc1ccc(C(=O)OCC(=O)N2CCC(c3ccccc3)=N2)c(C)c1	i	4.2	i	i	i	1.0	1.5	-0.4	-6.1	i	i
CCOC(=O)c1nc(C)nc(Sc2n[nH]c(-c3cc(Cl)cc(Cl)c3)n2)c1C	i	-8.2	i	i	i	0.7	0.1	-0.6	-13.2	i	i
Cc1ccc(NC(=O)CSc2ncccn2)c([N+](=O)[O-])c1	i	-2.1	i	i	i	-2.9	-0.2	0.4	-7.1	i	i
